Screening data deposited in PubChem BioAssay by several laboratories.
aSyn 5UTR inh: 5' untranslated region of α-synuclein, MLPCN primary screen; alpha-synuclein 5'UTR reporter, inhibitor activity; inhibition, % (tested at 7.5 µM); 300,000 compounds, 0.82% hits; in the data active = inhibition above about 60%;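 note: H4 neuroglioblastoma cells stably carrying SNCA 5'UTR luciferase fusion; 0% = DMSO wells and 100% = positive control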
GSK3A inh: blocks human GSK-3 alpha kinase. P49840. ADP-Glo luminescence, 60 min. inhibition, % at 10 µM. 320,000 compounds, 0.1% hits;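 in the data active = inhibition above about 50%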;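 note: GST-tagged GSK-3 alpha with peptide substrate and 25 µM ATP; 0% = DMSO neutral wells and 100% = GW8510 positive control wells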
Target sequence (P49840 whole entry, looked up): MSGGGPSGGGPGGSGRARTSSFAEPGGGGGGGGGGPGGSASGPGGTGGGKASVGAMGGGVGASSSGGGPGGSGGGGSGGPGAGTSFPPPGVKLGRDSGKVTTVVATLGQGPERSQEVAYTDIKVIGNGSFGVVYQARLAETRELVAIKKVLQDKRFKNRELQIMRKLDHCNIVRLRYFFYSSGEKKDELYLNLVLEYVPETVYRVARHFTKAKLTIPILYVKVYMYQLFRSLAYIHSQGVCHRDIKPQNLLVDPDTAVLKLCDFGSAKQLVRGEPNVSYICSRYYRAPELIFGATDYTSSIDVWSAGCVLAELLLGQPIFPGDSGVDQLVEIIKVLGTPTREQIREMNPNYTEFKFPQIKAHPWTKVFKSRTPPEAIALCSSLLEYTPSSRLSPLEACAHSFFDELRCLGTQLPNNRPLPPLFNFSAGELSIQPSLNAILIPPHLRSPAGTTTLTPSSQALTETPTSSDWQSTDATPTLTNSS
HSF-1 act: increases HSF-1 driven luciferase reporter signal; NIH3T3-HGL HSF-1 luciferase reporter, MG132, 8 h; 100% = twice DMSO control signal; activation, % at 9 µM; 300,000 compounds, 1.7% hits;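 active = mean replicate activation of at least 50% with a set share of replicates each reaching 50%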;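 note: 0% = median of the neutral control wells and 100% = twice that signal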
HSP90 refold inh: inhibitors of HSP90 luciferase refolding in rabbit reticulocyte lysate; inhibition, % at 5.6 µM; 290,000 compounds, 0.91% hits; luciferase refolding luminescence, 3 h; AID 1789;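 active = inhibition above the screen-wide mean plus 3 SD, computed separately per campaign, cut at about 16% in these data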;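 note: 0% = DMSO wells and 100% = 60 µM geldanamycin wells; inhibitors lower the luminescence because luciferase stays unfolded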
HSF1 inh: HSF1 inhibition; 300,000 compounds, 0.77% hits; activity change, negative = inhibition, % at 7.5 µM (by protocol); AID 2098; NIH3T3-HGL HSE-luciferase, MG132-induced, luminescence 8 h; active compounds read low;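 active = more than half of replicate wells show activity change below -50%, luminescence cut by over half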;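 note: luciferase reports HSF-1 transcriptional activity via heat shock element; 0% = median of DMSO wells and -100% = zero luminescence signal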
GSK3B inh: human GSK3beta kinase inhibition | P49841 | GST-GSK3beta kinase, ADP-Glo luminescence, 60 min; active compounds read low | activity score (negative = inhibition), % at 10 µM | 300,000 compounds, 0.038% hits;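 active = more than half of replicate wells score below -50%, meaning over 50% inhibition versus plate controls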;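 note: 0% = median DMSO wells and -100% = median GW8510 positive control wells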
Target sequence (P49841 whole entry, looked up): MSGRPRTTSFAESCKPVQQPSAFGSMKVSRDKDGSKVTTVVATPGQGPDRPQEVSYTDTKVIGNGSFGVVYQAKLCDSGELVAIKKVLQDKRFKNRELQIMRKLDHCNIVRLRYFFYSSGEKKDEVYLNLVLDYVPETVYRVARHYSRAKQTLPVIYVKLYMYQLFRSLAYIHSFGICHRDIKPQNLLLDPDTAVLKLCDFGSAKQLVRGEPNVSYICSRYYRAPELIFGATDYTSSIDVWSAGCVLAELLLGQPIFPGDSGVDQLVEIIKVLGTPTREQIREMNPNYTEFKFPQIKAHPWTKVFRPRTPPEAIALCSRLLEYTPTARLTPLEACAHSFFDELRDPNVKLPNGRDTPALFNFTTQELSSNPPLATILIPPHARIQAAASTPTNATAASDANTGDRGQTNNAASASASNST
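Assay system: GST-fused GSK3beta enzyme, cell-free / Medium: Tris pH 7.5 buffer with MgCl2, DTT, BSA, heparin / Also added: peptide substrate plus 25 µM ATP (final) / Compound: 10 µM single point / Timing: kinase reaction with compound 60 min at room temperature / Detection: ADP-Glo luminescence / Benchmarks: DMSO neutral wells and GW8510 at 20 µM as positive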
AI-2 QS modul: modulates the Vibrio harveyi AI-2 quorum sensing system | Vibrio harveyi JMH597 AI-2 luminescence/OD600 ratio, 9 h; active compounds read low; strain lacks LuxN and CqsS sensors; 0 = neutral-control median | activity change, % at 7.5 µM | 300,000 compounds, 0.4% hits | AID 2094; in the data active = activity change below about -75%, passing the limit was not always enough;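 note: luminescence divided by OD600 gain over 9 h not by final OD600 alone; inactives centre near 13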
KLF5 inhibitor: inhibitors of KLF5 expression | DLD-1 KLF5 promoter-luciferase reporter, luminescence | inhibition, % at 5 µM | 290,000 compounds, 0.23% hits;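 active = inhibition above a per-plate limit of that plate's mean compound inhibition plus 3 SD, cut at about 60% in these data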;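 note: 0% = DMSO wells and 100% = LY294002 at 200 µM; higher means less KLF5 promoter-driven luciferase light; inactives centre near -14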
IEC-6 cytotox: kills IEC-6 intestinal cells in KLF5 counter-screen | IEC-6 cytotoxicity, luminescence viability | inhibition, % at 5 µM | 290,000 compounds, 0.78% hits | AID 1825; in the data active = inhibition above about 22%;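 note: 0% = plate median of test compound wells and 100% = cytotoxic reference compound wells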
HIF activator: HIF pathway transcriptional activation. 300,000 compounds, 0.32% hits. U2OS HRE-luciferase reporter, luminescence; normalized: DMSO 0%, desferrioxamine 100%. activation, % at 7.5 µM (by protocol);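 active = mean activation of at least 10% of the iron chelator positive control signal, with at least half of replicates also reaching 10%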
Numbers without * were called inactive; · = not tested or not shown.

Sample of the layout:
SMILES | aSyn 5UTR inh | GSK3A inh | HSF-1 act | HSP90 refold inh | HSF1 inh | GSK3B inh | AI-2 QS modul | KLF5 inhibitor | IEC-6 cytotox | HIF activator
CC1CN(Cc2ccccc2)c2nc3c(c(=O)n(CC(=O)O)c(=O)n3C)n2C1 (centres undefined) | 13 | 2 | -9 | -5 | -2 | 2 | 18 | 3 | -3 | 0.2
COC(=O)COc1ccc(/C=N/NS(=O)(=O)c2ccccc2)cc1 | 1 | · | -7 | 3 | 7 | 0 | 11 | -21 | -2 | 1.0
Cc1ccc(C2CCN(C(=S)NC(C)(C)C)C2)cc1 (centres undefined) | -93 | 3 | -75 | -5 | -66* | -2 | 15 | -18 | -6 | 1.4

Results (from the top)
SMILES | aSyn 5UTR inh | GSK3A inh | HSF-1 act | HSP90 refold inh | HSF1 inh | GSK3B inh | AI-2 QS modul | KLF5 inhibitor | IEC-6 cytotox | HIF activator
CC1CN(Cc2ccccc2)c2nc3c(c(=O)n(CC(=O)O)c(=O)n3C)n2C1 (centres undefined) | 13 | 2 | -9 | -5 | -2 | 2 | 18 | 3 | -3 | 0.2
COC(=O)COc1ccc(/C=N/NS(=O)(=O)c2ccccc2)cc1 | 1 | · | -7 | 3 | 7 | 0 | 11 | -21 | -2 | 1.0
Cc1ccc(C2CCN(C(=S)NC(C)(C)C)C2)cc1 (centres undefined) | -93 | 3 | -75 | -5 | -66* | -2 | 15 | -18 | -6 | 1.4
c1csc(-c2nnc(N3CCOCC3)c3ccccc23)c1 | 10 | 2 | 2 | -4 | -3 | 1 | 26 | -64 | -4 | -0.2
CCOC(=O)C1CCCN(C(=O)c2cccc(NC(=O)C(CC)CC)c2)C1 (centres undefined) | -2 | -1 | 17 | 1 | 0 | 0 | 19 | -19 | 3 | -0.6
CC1Cc2ccccc2N1C(=O)C1CCCCN1S(=O)(=O)c1ccccc1 (centres undefined) | 14 | 9 | 10 | -8 | 8 | -3 | 7 | -21 | -6 | -0.6
O=C(CN1C(=O)CCSc2ccc(S(=O)(=O)N3CCCC3)cc21)NCc1ccccc1Cl | -7 | -1 | -3 | -1 | 1 | 2 | 34 | -31 | -1 | -0.3
Cc1cc(C)cc(NC(=O)CCn2c(=S)[nH]c3ccccc3c2=O)c1 | -29 | 0 | -1 | 1 | -4 | -1 | 7 | 2 | -5 | -0.1
COC(c1ccccc1)c1nnc(CCC(=O)N2CCN(CCOc3ccccc3)CC2)o1 (centres undefined) | -16 | 0 | -2 | 1 | -6 | 3 | 17 | -8 | -4 | -0.5
Cc1cc(N2CCCCC2)nc2ccc(NC(=O)CCC(=O)NCCC(C)C)cc12 | -131 | 0 | 23 | 4 | 16 | 1 | 7 | -29 | 2 | 4.4
Cc1ccccc1OCCn1cnc2cc([N+](=O)[O-])ccc2c1=O | -12 | -2 | 20 | 1 | 4 | -3 | 10 | -21 | -7 | -0.4
CCN(CC)c1ccc(NC(=O)c2ccc(Br)o2)cc1 | -151 | 0 | 50 | -6 | 30 | 3 | 16 | -180 | -3 | 2.9
CCC(SC1=NCCS1)C(=O)Nc1ccc(S(N)(=O)=O)cc1 (centres undefined) | -1 | -2 | -18 | 1 | 3 | 0 | 5 | -15 | -3 | -0.6
CCOC(=O)CN(C)C(=O)C1CCCN1C(=O)OC(C)(C)C (centres undefined) | -10 | 0 | -6 | · | 3 | -1 | 10 | · | · | 0.3
COc1ccc(CN2C(=O)CS/C2=N/N=C/c2cccs2)cc1 | -59 | 1 | 39 | 1 | 23 | 1 | · | -11 | -1 | 1.6
CCC(=O)Nc1nc2ccc(NC(=O)c3cc(OC)c(OC)c(OC)c3)cc2s1 | -1 | -2 | 34 | 2 | 7 | 2 | 15 | -7 | 6 | -1.7
CCOc1ccccc1NC(=O)CCCn1cc([N+](=O)[O-])cn1 | 5 | -4 | 1 | 0 | 3 | -3 | -5 | -4 | 5 | -0.1
O=c1cc(CN2CCN(Cc3ccc(F)cc3)C(CCO)C2)[nH]c2ccccc12 (centres undefined) | 2 | -1 | -2 | -4 | 6 | 3 | 5 | -21 | -2 | 1.1
O=C(O)C1C2C=CC(O2)C1C(=O)NCc1ccc(Cl)cc1 (centres undefined) | -1 | -2 | 19 | 3 | 7 | -27 | 7 | -21 | 0 | -0.1
O=C1CS/C(=N/N=C2CCCC2)N1 | 1 | -1 | -6 | -4 | -18 | 0 | 14 | -11 | 1 | -0.2
O=C(OCC(=O)N(C1CCCCC1)C1CCCCC1)c1ccco1 | -2 | -1 | -3 | 5 | 5 | -4 | 12 | -10 | -1 | -0.2
CCN(C(=O)CSc1nnc(-c2ccncc2)n1-c1ccccc1)C1CCS(=O)(=O)C1 (centres undefined) | -15 | 0 | 13 | 0 | -7 | -1 | 13 | 13 | -2 | -0.4
COc1cc(OC)c(NC(=O)c2csc(C)c2)cc1Cl | -10 | -1 | 4 | 0 | 3 | 1 | 17 | -29 | -4 | -0.1
O=C(NCC1CCCO1)c1cc(-c2ccncc2)nc2ccc(S(=O)(=O)N3CCOCC3)cc12 (centres undefined) | -19 | 4 | 0 | 0 | -2 | -1 | 11 | -31 | -2 | 0.0
COc1ccc(C(O)c2nc3ccccc3s2)cc1 (centres undefined) | -14 | -1 | 21 | -1 | 11 | 0 | 11 | -12 | 3 | 1.1
COc1ccc(NC(=O)C2C3CCC(C3)C2C(=O)O)cc1OC (centres undefined) | 7 | 1 | -3 | 0 | -8 | 2 | 16 | 12 | 2 | 0.1
O=C(CCCCO)CCCCCCCC[C@H]1N[C@H](CO)[C@H](O)[C@@H]1O[C@@H]1O[C@H](CO)[C@@H](O)[C@H](O)[C@H]1O | 21 | 0 | 14 | -2 | -2 | 5 | 20 | 14 | -1 | 0.3
Cn1c(SCC(=O)NCc2ccc(F)cc2)nc2c([nH]c3ccccc32)c1=O | -6 | -3 | 13 | -4 | -1 | 1 | 19 | -5 | -1 | -0.2
CC(c1ccon1)N(C)Cc1cn[nH]c1-c1ccc(F)cc1F (centres undefined) | -7 | 1 | 0 | -1 | 2 | 4 | 6 | 8 | 3 | -0.6
CCO[C@@H]1OC(C(=O)N2CCN(Cc3ccc4c(c3)OCO4)CC2)=C[C@H](c2ccc3c(c2)OCO3)[C@H]1CCCO | 14 | -6 | -8 | 10 | 1 | -18 | 13 | 4 | -2 | -0.6
CCn1c(SCC(=O)Nc2cc(C)on2)nc2c(c1=O)SCC2 | 12 | 4 | -26 | -3 | -14 | -4 | 29 | 0 | -2 | 0.0
N/C(=N\OC(=O)Cc1ccc(-c2ccccc2)cc1)c1cccc([N+](=O)[O-])c1 | 14 | -7 | 36 | 0 | 11 | 3 | 5 | -1 | -6 | -0.5
O=C(Cn1nc(Cc2ccncc2)c2ccccc2c1=O)Nc1cccnc1Cl | 8 | -5 | -3 | -6 | -1 | 2 | 23 | -20 | -3 | -0.5
CCOC(=O)C1Sc2ccccc2NC1=O (centres undefined) | 6 | -4 | 2 | 2 | -4 | -4 | 41 | -25 | -4 | -0.1
COc1ccc(-c2csc(NC(=O)C3CSC4(C)CCC(=O)N34)n2)c(OC)c1 (centres undefined) | 3 | · | -8 | · | -2 | 4 | 11 | · | · | -0.2
COc1ccc(CCNCC(O)COc2ccc(Cl)cc2)cc1OC (centres undefined) | 5 | 1 | -5 | 4 | -2 | 2 | 47 | 6 | 1 | 0.7
Cc1cc(S(=O)(=O)NCc2cccnc2)ccc1-n1cnnn1 | -7 | -3 | 3 | -4 | -1 | 3 | 26 | -18 | 0 | -0.5
COc1cccc(-c2nc(CS(=O)CC(=O)NC3CCCCC3)c(C)o2)c1 (centres undefined) | -13 | 0 | -2 | -4 | -4 | -3 | 4 | -19 | -6 | 0.2
Cc1cc(C)c2sc(N(CCCN(C)C)C(=O)CN3C(=O)c4ccccc4C3=O)nc2c1 | -6 | 4 | -5 | -1 | -1 | -12 | -7 | -21 | 0 | -0.5
COc1ccc(CCC(=O)Nc2nccs2)cc1OC | 2 | 2 | 9 | 0 | 0 | -1 | 14 | -11 | 0 | -21
CCOc1cc(CNn2nnnc2N)cc(Cl)c1OCC(=O)NC(C)(C)C | 8 | 1 | 5 | -2 | 0 | -2 | 23 | -20 | 2 | 0.1
O=C(NCc1ccc2c(c1)OCO2)c1nn(-c2ccccc2)c(=O)c2ccccc12 | 14 | 1 | -8 | 2 | 7 | 2 | 13 | -14 | -1 | -0.9
Cc1cc(NC(=O)COC(=O)c2ccc(S(=O)(=O)C(F)F)cc2)n(-c2ccccc2)n1 | 12 | -3 | -3 | · | 0 | -1 | 18 | · | · | -0.7
Cc1cccc(CCN=C(N)NS(=O)(=O)c2ccccc2)c1 | -18 | 3 | -19 | 0 | 3 | 1 | 2 | -9 | -1 | -0.4
Cc1cc(C)cc(N(CCC#N)C(=O)COC(=O)CN2C(=O)NC(C)(C)C2=O)c1 | 7 | 0 | -5 | · | 0 | 2 | 25 | · | · | 0.2
Cc1ccc(CNC(=O)c2ccc(N3CCC4(CC3)CC(c3ccccc3)=NO4)c(NC(=O)c3ccc(Br)cc3)c2)cc1 | -17 | 2 | -3 | 8 | -5 | -2 | 0 | -7 | -3 | -0.4
COc1ccc(N2CCN(C(=O)CC(NC(N)=O)c3cccc(Oc4ccccc4)c3)CC2)cc1 (centres undefined) | 31 | -1 | -12 | 0 | 12 | -3 | 19 | -32 | -10 | -0.5
CCOC(=O)N1CCN(C(=O)CN(C)S(=O)(=O)c2ccc(Cl)cc2)CC1 | 11 | -1 | -26 | 6 | -8 | -1 | 18 | -3 | 8 | 0.1
O=C(CNc1ccc2ccccc2c1)N/N=C/C=C/c1cccc([N+](=O)[O-])c1 | -38 | -1 | 25 | 2 | 10 | 1 | 6 | -11 | 6 | -31
Cc1ccc(C(=O)CCC(=O)OCC(=O)N(C)c2c(N)n(Cc3ccccc3)c(=O)[nH]c2=O)cc1 | 1 | 1 | 24 | · | 4 | · | · | · | · | 0.6
Cc1ccc(CC2S/C(=N/N=C/c3ccco3)NC2=O)cc1 (centres undefined) | 11 | -2 | 6 | 2 | 6 | -1 | 22 | -12 | 3 | 0.1
CCCCNC(=S)Nc1cc(S(=O)(=O)N2CCCCC2)ccc1C | 0 | 1 | 0 | 2 | 2 | -2 | 3 | -10 | 0 | -1.3
COC(=O)C1=C(C)N(Cc2ccco2)C(=O)N[C@@H]1c1ccc(Br)cc1 | -6 | 3 | -5 | · | 5 | 0 | -4 | · | · | 0.5
Cc1oc(-c2ccccc2Cl)nc1CS(=O)CC(=O)NCc1ccc2c(c1)OCO2 (centres undefined) | 3 | -3 | 27 | -5 | 5 | 1 | 6 | -14 | -5 | -0.3
COc1ccccc1C(=O)Nc1nc(N)n(-c2ccccc2)n1 | -15 | 1 | -55 | -6 | -46 | 0 | 34 | 1 | -1 | -2.1
CCC(C)(C)c1ccc(OCCCC[n+]2ccccc2)c(C(C)(C)CC)c1 | 20 | 19 | -6 | 3 | -7 | -18 | 27 | 13 | 6 | 0.5
